ELG1 genotox: genotoxicity induction in ELG1-luciferase HEK293T cells. Potency, µM (series often up to 46 µM), without a hit: top-dose activity change, positive = activation, usual class: activators. HEK293T ELG1-luciferase reporter, luminescence, 16 h. actives 1.3% (n = 330,000). AID 504466; note: % of control where 0% means no effect; nearly all actives have a fitted effect of over 60% in size
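Reporter readout depends on ELG1 protein level, which increases with genetic stress. After 16 hr compound exposure at 37 °C, luciferase activity was quantified using ONE-Glo.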
NPC1 prom act: activators of NPC1 promoter | Huh7 NPC1 promoter luciferase reporter, 24 h | Potency, µM (doses to about 9.22 µM), without a hit: at the highest dose activation, actives largely listed as activators | actives 2.4% (n = 320,000);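 note: % of control where 0% means no effect; nearly all actives have a fitted effect of over 60% in size; reporter is driven by a mutant NPC1 promoter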
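Luminescence from an NPC1 promoter-driven luciferase reporter in stably transfected Huh7 cells was measured after 24 h compound treatment at 37 °C, followed by 10 min ambient incubation with luciferase detection reagent.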
uPA generation: cell surface uPA generation inhibition | actives 0.31% (n = 330,000) | cell surface uPA generation assay, qHTS | Potency, µM (doses to about 38.3 µM), inactives show at the top dose activity change, negative = inhibition, most hits filed as inhibitors; active = well fitted inhibition curve with a large enough effect; inconclusive = small, poorly fitted or top-dose-only effect; inactive = no such curve, though single readings can be large or run the other way; tested in mouse RAW 264.7 cells; note: % is set by controls: 0 for no effect and ±100 for the full control effect; nearly all actives have a fitted effect of over 55% in size
RORg inh: inhibitors of mouse ROR gamma transcriptional activity; P51450; Drosophila S2 Gal4-RORgamma UAS-luciferase reporter, 20 h; Potency, µM (titrated, usually from 53.6 µM), inactives show top-dose activity change, negative = inhibition, most hits filed as inhibitors; actives 5.4% (n = 310,000); AID 2551; note: % is set by controls: 0 for no effect and ±100 for the full control effect; nearly all actives have a fitted effect of over 60% in size
Target sequence (P51450 whole entry, looked up, the tested form may be a part): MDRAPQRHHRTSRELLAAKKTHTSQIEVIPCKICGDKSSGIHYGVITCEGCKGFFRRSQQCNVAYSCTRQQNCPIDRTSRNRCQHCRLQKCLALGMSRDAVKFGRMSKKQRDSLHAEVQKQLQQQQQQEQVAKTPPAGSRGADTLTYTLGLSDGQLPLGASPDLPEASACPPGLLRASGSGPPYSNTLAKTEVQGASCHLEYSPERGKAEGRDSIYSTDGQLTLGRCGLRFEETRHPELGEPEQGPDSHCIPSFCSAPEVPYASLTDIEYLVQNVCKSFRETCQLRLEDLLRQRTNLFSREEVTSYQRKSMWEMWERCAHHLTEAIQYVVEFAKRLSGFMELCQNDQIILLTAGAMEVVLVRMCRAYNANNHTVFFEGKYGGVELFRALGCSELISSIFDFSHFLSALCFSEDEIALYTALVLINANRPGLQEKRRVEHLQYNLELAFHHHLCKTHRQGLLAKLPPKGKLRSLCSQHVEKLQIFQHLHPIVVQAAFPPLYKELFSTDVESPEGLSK
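Luciferase reporter read in Schneider cells carrying Gal4-RORγ (mouse) and UAS-Photinus luciferase; cells given compound 1 h before 700 uM copper sulfate induction, then incubated 20 h at ambient temperature.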
MBNL1-CUG inh: blocks human MBNL1 binding to CUG repeat RNA; Q9NR56; TR-FRET MBNL1-His/biotin-(CUG)12 binding, 665/545 ratio; Potency, µM (highest dose often 57.5 µM), without a hit: at the top dose activity change, negative = inhibition, hits mostly inhibitors; actives 0.036% (n = 280,000); AID 2675; active = well fitted inhibition curve with a large enough effect in the signal ratio, with a control signal flat, not every such curve was filed as active; inconclusive = small, poorly fitted or top-dose-only effect, or effect the other way, or a change in a side signal; inactive = no such curve, though single readings can be large or run the other way; the % refers to the signal ratio; note: % is set by controls: 0 for no effect and ±100 for the full control effect
Target sequence (Q9NR56 whole entry, looked up): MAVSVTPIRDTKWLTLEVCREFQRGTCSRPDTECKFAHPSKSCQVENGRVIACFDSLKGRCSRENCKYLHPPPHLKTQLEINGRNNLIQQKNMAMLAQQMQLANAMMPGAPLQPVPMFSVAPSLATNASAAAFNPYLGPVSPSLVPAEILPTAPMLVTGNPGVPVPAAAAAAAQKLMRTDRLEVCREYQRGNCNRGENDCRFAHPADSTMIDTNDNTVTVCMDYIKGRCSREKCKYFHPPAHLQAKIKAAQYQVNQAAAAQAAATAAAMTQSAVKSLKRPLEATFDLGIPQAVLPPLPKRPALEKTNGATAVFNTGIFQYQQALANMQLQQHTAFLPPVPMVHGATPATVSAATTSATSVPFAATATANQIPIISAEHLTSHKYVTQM
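Inhibition of protein-RNA binding appears as loss of TR-FRET between terbium anti-His antibody on MBNL1-His and streptavidin-XL665 on biotin-(CUG)12. Activity is normalized to buffer-only and uninhibited-complex controls.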
p53 reactivation: restores transcriptional activity of mutant p53; actives 0.063% (n = 320,000); Potency, µM (titrated, usually from 92.2 µM), inactives show top-dose activity change, positive = activation, most hits filed as activators; AID 504706; H1299 p53-A138V BP100-luciferase reporter, luminescence, 24 h; note: % of control where 0% means no effect; nearly all actives have a fitted effect of over 45% in size
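H1299 (p53-null), stable ts p53-A138V + BP100-Luc; 1000 cells/well, Opti-MEM/10% FBS; cpd 4 pt, 1:5; 24 h, 37 deg C, 5% CO2; detection reagent 10 min RT; luminescence.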
FLuc counter: firefly luciferase modulation, counter-screen for miR-21 project | actives 6.9% (n = 360,000) | P08659 | purified FLuc, Km substrates, luminescence inhibition | Potency, µM (series often up to 57.5 µM), for inactives: at the top dose activity change, negative = inhibition, actives largely listed as inhibitors;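 note: plate controls were vehicle for no effect and reference inhibitor for full effect; nearly all actives have a fitted effect of over 55% in size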
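Purified P. pyralis luciferase (10nM final) with 10uM D-luciferin and 10uM ATP (Km levels) in 50mM Tris acetate pH 7.5, 10mM Mg acetate, 0.01% Tween-20, 0.05% BSA; qHTS 6-point titration, ~60 µM downward; luminescence read.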
VP16 counter: counter-screen for ROR gamma inhibitors: Gal4-VP16 reporter | actives 3.5% (n = 310,000) | Potency, µM (titrated, usually from 53.6 µM), inactives show top-dose activity, negative = inhibition, actives largely listed as inhibitors | Drosophila S2 Gal4-VP16 UAS-luciferase, luminescence, 20 h;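 note: Gal4-VP16 expression switched on by copper sulfate through the metallothionein promoter; % is set by controls: 0 for no effect and ±100 for the full control effect; nearly all actives have a fitted effect of over 50% in size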
BRCA1 expr up: increases BRCA1 expression; MCF7-BRCA1-FFLuc reporter, luminescence, 48 h; response scale: scaled: vehicle 0%, 10 µM genistein 100%; Potency, µM (series often up to 46.1 µM), for inactives: at the top dose activation, usual class: activators; actives 1.1% (n = 380,000); AID 624202; note: nearly all actives have a fitted effect of over 80% in size; some results filed as inactive show a strong effect at the top dose
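Luminescence from a BRCA1-driven firefly luciferase in MCF7 cells was the read-out, taken 15 min after substrate addition following 48 h compound exposure at 37 °C. Data were normalized to a 10 microM genistein control and DMSO vehicle.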
Rab9 prom act: activators of Rab9 promoter. Huh7 Rab9 promoter-luciferase reporter, luminescence, 24 h. Potency, µM (titrated, usually from 9.22 µM), inactives show top-dose activation, negative = inhibition, actives largely listed as activators. actives 2.8% (n = 320,000). AID 485297; note: % of control where 0% means no effect; nearly all actives have a fitted effect of over 60% in size
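Measured in stably transfected Huh7 cells bearing a Rab9 promoter–luciferase construct: 24 h compound treatment at 37 °C, followed by luminescence detection.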
An asterisk follows results filed as active; u = inconclusive; x = no result given; & = joins results of further samples; [ ] = another dose, or the depositor's remark. Unless noted, calls come from the whole dose curve; as a rule, active = well fitted curve in the direction sought with a large enough effect; inconclusive = small, poorly fitted or top-dose-only effect, or another doubt; inactive = no such curve, though single readings can be large; an effect the other way counts as inactive or inconclusive. Potency is the fitted concentration of half-maximal effect.

SMILES	ELG1 genotox	NPC1 prom act	uPA generation	RORg inh	MBNL1-CUG inh	p53 reactivation	FLuc counter	VP16 counter	BRCA1 expr up	Rab9 prom act
S=c1nc(-c2ccccc2)[nH]n1-c1ccccc1	-1.8%	10.5%	x	7.94µM*	0.4%	1.1%	u	11.2µM*	-6.1%	13.7%
COc1ccc(NC(=O)Nc2ccc3c(c2)CCC3)c(OC)c1	11.5%	4.3%	11.3%	-6.2%	-5.7%	6.4%	-3.5%	-21.5%	8.9%	10.3%
CCOC(=O)c1ccc(NCn2c(=O)oc3ccccc32)cc1	u	-4.9%	-2.4%	u	6.6%	5.0%	-19.3%	12.4%	1.5%	-0.7%
CC1(C(=O)O)CCC(C(=O)Nc2ccccc2O)C1(C)C (stereo unspecified)	0.1%	-1.9%	2.9%	6.3%	-12.7%	-3.9%	-0.6%	1.3%	0.6%	15.7%
CN(Cc1ccccc1)C(=O)c1ccccc1NC(=O)c1ccco1	-5.4%	1.6%	-1.5%	60.7%	-14.1%	-5.0%	-0.9%	u	-13.8%	1.8%
Cc1ccc(C)c(C(=O)CC2(O)C(=O)N(C)c3ccccc32)c1 (stereo unspecified)	-0.5%	0.0%	10.3%	-5.2%	-11.6%	-8.4%	0.5%	5.7%	4.2%	-0.2%
COc1ccc(NC(=S)NCC2CCN(c3ccc(OC)cc3)C2)cc1 (stereo unspecified)	-3.6%	-2.2%	1.1%	3.16µM*	x	16.2%	1.8%	4.47µM*	2.2%	-2.1%
CCN(CC(=O)N1CCCC1)S(=O)(=O)c1ccc(F)cc1	-0.6%	1.5%	u	-29.5%	-4.0%	5.2%	-1.0%	-0.2%	6.9%	-0.8%
COc1cccc(N2CCN(C(=O)C3CCN(S(=O)(=O)c4cccs4)CC3)CC2)c1	-6.7%	-1.2%	0.4%	15.1%	-5.8%	1.9%	-0.1%	1.7%	-25.3%	-10.8%
Cc1ccc(C(=O)N/N=C(\CC(C)C)c2ccccc2)cc1	0.6%	-0.2%	-1.1%	u	-15.6%	u	u	u	25.3%	-0.4%
CC(C)(C)NC(=O)C(c1cccnc1)N(C(=O)c1csnn1)c1ccccc1 (stereo unspecified)	0.1%	-4.5%	-7.5%	31.2%	-2.1%	-1.2%	4.9%	-6.5%	-9.7%	-0.6%
Cn1c(=O)oc2cc(S(=O)(=O)CCC(=O)N3CCN(c4ccccc4)CC3)ccc21	-0.1%	13.2%	1.5%	-13.5%	-3.4%	2.7%	0.8%&-1.3%	-1.5%	5.1%	-1.0%
O=C(CN(C(=O)CCC(=O)Nc1nccs1)c1cccc(F)c1)NCC1CCCO1 (stereo unspecified)	0.9%	-1.5%	-5.0%	17.8%	u	1.0%	7.9%	-3.0%	-12.1%	9.7%
CC(=O)c1c(C(C)=O)c(C)n(Cc2ccc3c(c2)OCO3)c1C	-3.1%	-10.2%	-6.0%	u	4.9%	-2.8%	-1.5%	-21.8%	-58.0%	-12.6%
COc1ccc(C)cc1NC(=O)COC(=O)c1ccc2c(c1)OCCO2	3.5%	0.9%	7.3%	x	x	1.1%	4.5%	x	-0.9%	-1.1%
N#CC1=C(N)OC2=C(C(=O)CCC2)C1C1C=CCCC1 (stereo unspecified)	-1.3%	0.1%	0.8%	u	-2.4%	-10.2%	-0.2%	13.6%	12.4%	15.7%
CC(C)NCCCCOc1ccc(Br)cc1Cl	-1.1%	1.4%	u	1.8%	-9.7%	-9.4%	0.6%	-11.6%	-34.7%	-8.4%
O=C(O)Cc1sc(NC2CCCCC2)nc1-c1ccc(Cl)cc1	23.9%	6.5%	-8.7%	20.2%	17.9%	15.5%	-13.7%	-6.3%	52.7%	-0.3%
CCCC(=O)Nc1nnc(S(=O)(=O)N(CC)c2ccc(OC)cc2)s1	-0.6%	-1.8%	-3.7%	-16.6%	-3.8%	7.8%	0.2%	-6.0%	1.6%	11.4%
CC#CCN1c2ccccc2[C@]23C[C@@H](C(=O)OC)N(C(=O)c4ccco4)C2=NC(C(=O)OC)=C(C(=O)OC)[C@H]13	-2.2%	-5.0%	-15.5%	-8.7%	0.5%	-3.6%	-1.5%	-11.3%	5.2%	-1.3%

Molecules above that contain a halogen, in the order listed:
SMILES	ELG1 genotox	NPC1 prom act	uPA generation	RORg inh	MBNL1-CUG inh	p53 reactivation	FLuc counter	VP16 counter	BRCA1 expr up	Rab9 prom act
CCN(CC(=O)N1CCCC1)S(=O)(=O)c1ccc(F)cc1	-0.6%	1.5%	u	-29.5%	-4.0%	5.2%	-1.0%	-0.2%	6.9%	-0.8%
O=C(CN(C(=O)CCC(=O)Nc1nccs1)c1cccc(F)c1)NCC1CCCO1 (stereo unspecified)	0.9%	-1.5%	-5.0%	17.8%	u	1.0%	7.9%	-3.0%	-12.1%	9.7%
CC(C)NCCCCOc1ccc(Br)cc1Cl	-1.1%	1.4%	u	1.8%	-9.7%	-9.4%	0.6%	-11.6%	-34.7%	-8.4%
O=C(O)Cc1sc(NC2CCCCC2)nc1-c1ccc(Cl)cc1	23.9%	6.5%	-8.7%	20.2%	17.9%	15.5%	-13.7%	-6.3%	52.7%	-0.3%

(cont.)
SMILES	ELG1 genotox	NPC1 prom act	uPA generation	RORg inh	MBNL1-CUG inh	p53 reactivation	FLuc counter	VP16 counter	BRCA1 expr up	Rab9 prom act
CCOC(=O)[C@@H]1[C@H]2COc3ccccc3[C@@H]2N2C(=O)N(c3ccccc3)C(=O)[C@@]12C	0.9%	-0.7%	-14.5%	12.6µM*	-5.1%	x	-0.9%	-24.2%	2.3%	-0.1%
CC(/C=C/c1ccccc1F)=N\NC(=O)c1ccc(Cl)cc1	2.1%	-0.1%	-0.6%	12.3%	-3.2%	1.7%	-2.9%	-10.6%	3.0%	-7.8%
O=C(O)CCC(=O)N1CCN(c2nc(-c3ccccc3Cl)c3cc(Br)ccc3n2)CC1	-2.7%	-3.1%	-4.1%	21.5%	u	-5.4%	-11.6%	-18.7%	8.5%	-0.4%
O=C(Nc1nnc(C2CC2)s1)C1=NN(C2CCS(=O)(=O)C2)C(=O)CC1 (stereo unspecified)	-3.0%	-1.4%	4.6%	-6.8%	x	-5.2%	0.1%	-3.8%	13.1%	-4.0%
Cc1ccc(NC(=O)N2CCc3ccccc32)cc1	u	0.708µM*	-11.1%	u	u	x	0.536µM*	10µM*	-9.7%	0.631µM*
C=CCn1c(C)c(C(C)=O)c(N2CCOCC2)nc1=S	2.7%	-3.9%	5.0%	u	-0.2%	-2.2%	7.5%	-2.5%	5.1%	0.5%
COc1ccccc1S(=O)(=O)Nc1ccc(S(=O)(=O)Nc2nccs2)cc1	0.1%	-8.9%	0.4%	x	x	-6.3%	2.7%	x	-21.4%	-4.0%
COc1ccc(-c2nc(-c3ccccc3)nc(Cl)c2C#N)cc1	0.8%	-3.4%	x	-8.8%	1.4%	-0.2%	-1.5%	4.4%	-6.0%	-7.7%
C=CCc1c(C)nc(SC)nc1Nc1ccc(C(C)=O)cc1	0.1%	25.2%	-10.0%	-7.0%	u	u	u	10.3%	20.7%	u
O=C(OCC#CCSc1nnc(-c2ccncc2)o1)c1cccs1	-2.2%	-0.7%	x	-33.9%	-6.2%	14.8%	1.3%	15.3%	-13.4%	0.0%
CN(C)c1ccc(Cl)cc1N	-0.6%	-4.1%	3.2%	-1.7%	21.8%	5.9%	0.8%	-7.5%	9.6%	0.0%
COC(C(=O)NNC(=O)Cc1ccc(Cl)cc1)c1ccccc1 (stereo unspecified)	-6.6%	0.3%	2.8%	0.8%	-3.3%	-5.5%	-2.1%	7.6%	3.7%	-10.7%
COc1ccc(N2CCN(C(=O)CCS(=O)(=O)c3ccc4c(c3)CCN4C(=O)C3CC3)CC2)cc1	-5.4%	-6.1%	-52.8%	-23.7%	-11.2%	1.6%	-0.5%	-3.2%	4.0%	-0.2%
CSc1ncccc1C(=O)Nc1nc2ccc(S(C)(=O)=O)cc2s1	3.9%	13.3%	-2.6%	6.0%	-2.7%	14.1%	21.3µM*	7.4%	61.8%	28.5%
CNC(=O)c1c(Cl)cnn1-c1ccc(C)cc1	u	2.24µM*	-9.0%	16.5%	37.3%[activator]	13.9%	12µM*	-3.2%	6.31µM*	3.16µM*
COC(=O)Cc1ccc(NC(=S)N2CCN(c3cccc(O)c3)CC2)cc1	-10.3%	-1.5%	0.3%	u	u	-14.7%	-0.6%	u	-24.5%	-5.0%
COc1ccc(C(CNC(=O)C(=O)NC2CCCC2)N2CCN(C)CC2)cc1 (stereo unspecified)	0.0%	1.2%	-0.9%	x	x	4.9%	4.8%	x	-4.0%	2.6%
COCCNC(=O)CN1C(=O)CC(C)(C)S(=O)(=O)c2ccccc21	-2.2%	-2.0%	8.5%	-8.0%	10.2%	-0.9%	-0.1%	3.4%	0.0%	-7.1%

Complete entries, quoted from the list:
Listed for `COc1ccccc1S(=O)(=O)Nc1ccc(S(=O)(=O)Nc2nccs2)cc1` = ELG1 genotox: 0.1%; NPC1 prom act: -8.9%; uPA generation: 0.4%; RORg inh: x; MBNL1-CUG inh: x; p53 reactivation: -6.3%; FLuc counter: 2.7%; VP16 counter: x; BRCA1 expr up: -21.4%; Rab9 prom act: -4.0%
Listed for `COC(C(=O)NNC(=O)Cc1ccc(Cl)cc1)c1ccccc1` (stereo unspecified) = ELG1 genotox: -6.6%; NPC1 prom act: 0.3%; uPA generation: 2.8%; RORg inh: 0.8%; MBNL1-CUG inh: -3.3%; p53 reactivation: -5.5%; FLuc counter: -2.1%; VP16 counter: 7.6%; BRCA1 expr up: 3.7%; Rab9 prom act: -10.7%
